SMN2 splice enh – qHTS Assay for Enhancers of SMN2 Splice Variant Expression; Potency, µM (doses to about 46.1 µM), inactives show top-dose activity change, positive = activation, actives largely listed as activators; HEK293 SMN2-luciferase splicing reporter, luminescence, 30-36 h; hit rate 2.8% among 210,000; further: % of control where 0% means no effect; nearly all actives have a fitted effect of over 55% in size
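HEK293 cells carry an SMN2 […]–luciferase reporter in which exon 7 inclusion puts luciferase in frame. Cells were plated 10-12 h before compound addition, then incubated 30-36 h at 37C. ONE-Glo luminescence was read; sodium butyrate at 4.5 mM final served as control.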
RECQ1 inh – qHTS Assay for Inhibitors of RecQ-Like Dna Helicase 1 (RECQ1) | ATP-dependent DNA helicase Q1 (Homo sapiens), P46063 | RECQ1 DNA unwinding, red fluorescence kinetic read | Potency, µM (series often up to 57.3 µM), without a hit: at the highest dose activity, negative = inhibition, hits mostly inhibitors | hit rate 0.54% among 240,000 | AID 2549, 2010;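 further: plate controls were vehicle for no effect and no enzyme for full effect; nearly all actives have a fitted effect of over 30% in size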
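50 nM RECQ1T1 preincubated 15 min with compound in Tris pH 8.0 buffer with MgCl2, DTT, Tween-20 and 2.5 ug/ml poly(dI-dC); started with 200 nM TAMRA/BHQ-2 forked duplex and 2 mM ATP. Unwinding read as fluorescence (525/598 nm), two reads 2 h apart.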
LMNA splice mod – qHTS Assay for Modulators of Lamin A Splicing | HeLa LMNA splicing GFP/RFP minigene ratio, 48 h | Potency, µM (top dose mostly 46.1 µM), for the others: at the top dose ratio change, negative = inhibition, usual class: inhibitors | hit rate 0.01% among 200,000 | AID 1487, 2009; active means well fitted inhibition curve with a large enough effect in the signal ratio, with a control signal flat, not every such curve was filed as active; inconclusive means small, poorly fitted or top-dose-only effect, or effect the other way, or a change in a side signal; the % refers to the signal ratio; further: on the % scale 0 is the no-effect control and ±100 the full control effect
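S3 HeLa cells stably expressing lamin A-EGFP splicing minigene plus DsRed2, 600 cells/well, 48 h compound exposure at 37C. Laser-scanning cytometry; analysed as GFP (500-530 nm)/RFP (575-640 nm) total intensity ratio; 0.5% DMSO vehicle.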
ALDH1A1 block – qHTS Assay for Inhibitors of Aldehyde Dehydrogenase 1 (ALDH1A1) | Purified ALDH1A1, NADH fluorescence, propionaldehyde substrate | hit rate 7.3% among 220,000 | Potency, µM (top dose mostly 75.3 µM), for the others: at the highest dose activity, negative = inhibition, usual class: inhibitors; active means well fitted inhibition curve with a large enough effect, not every such curve was filed as active; inconclusive means small, poorly fitted or top-dose-only effect, or another doubt; inactive means no such curve, though single readings can be large or run the other way;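 further: plate controls were no enzyme wells and a reference inhibitor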
KDM4E inh – qHTS Assay for Inhibitors of Human Jumonji Domain Containing 2E (JMJD2E); JMJD2E catalytic domain, FDH-coupled NADH fluorescence (FDH is formaldehyde dehydrogenase); Potency, µM (series often up to 57.1 µM), for the others: top-dose activity change, negative = inhibition, usual class: inhibitors; hit rate 1.6% among 230,000; active means well fitted inhibition curve with a large enough effect, not every such curve was filed as active; inconclusive means small, poorly fitted or top-dose-only effect, or another doubt; inactive means no such curve, though single readings can be large or run the other way;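 further: 0% = wells with enzyme and -100% = buffer wells without enzyme; nearly all actives have a fitted effect of over 50% in size; many of its hits are not listed in these tables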
Luc counter – Counterscreen for Luciferase (Kinase-Glo TM) Inhibition; Luciferin 4-monooxygenase (Photuris pensylvanica), Q27757; Kinase-Glo luciferase, ATP luminescence, 8 min; Potency, µM (top dose mostly 38.3 µM), inactives show at the highest dose activity change, negative = inhibition, hits mostly inhibitors; hit rate 0.28% among 200,000; AID 1379, 2008; further: on the % scale 0 is the no-effect control and ±100 the full control effect; nearly all actives have a fitted effect of over 60% in size
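Luminescence was the read-out, taken after 8-minute incubation at ambient temperature. Luciferase turned over luciferin with 10 uM ATP in imidazole pH 7.2 buffer containing KCl, MgCl2, Tween 20 and BSA.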
Tau ThT inhib – qHTS for Inhibitors of Tau Fibril Formation, Thioflavin T Binding | Microtubule-associated protein tau (Homo sapiens), P10636 | recombinant tau K18 P301L, heparin-induced fibrillization, ThT fluorescence | Potency, µM (series often up to 57.4 µM), inactives show at the highest dose activity, negative = inhibition, usual class: inhibitors | hit rate 2.1% among 270,000 | AID 1460, 2008; further: on the % scale 0 is the no-effect control and ±100 the full control effect; nearly all actives have a fitted effect of over 55% in size
Target sequence (P10636 561-689 P618L limits assumed): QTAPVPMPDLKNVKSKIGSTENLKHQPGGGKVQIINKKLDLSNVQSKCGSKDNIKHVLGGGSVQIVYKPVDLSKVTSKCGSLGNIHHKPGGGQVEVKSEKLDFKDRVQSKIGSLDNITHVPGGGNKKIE
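Using a mix of unlabeled (15 uM) and Alexa 594-labeled (0.24 uM) tau K18 P301L, heparin-triggered fibrillization over 6 hr at 37 C was scored by ThT fluorescence.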
L3MBTL1 inh – qHTS Assay for the Inhibitors of L3MBTL1; Lethal(3)malignant brain tumor-like protein 1 (Homo sapiens), Q9Y468; AlphaScreen L3MBTL1–H3K9me1 peptide binding; Potency, µM (series often up to 57.1 µM), for the others: top-dose activity, negative = inhibition, hits mostly inhibitors; hit rate 0.66% among 230,000; further: on the % scale 0 is the no-effect control and ±100 the full control effect; nearly all actives have a fitted effect of over 60% in size
Target sequence (Q9Y468 whole entry, looked up): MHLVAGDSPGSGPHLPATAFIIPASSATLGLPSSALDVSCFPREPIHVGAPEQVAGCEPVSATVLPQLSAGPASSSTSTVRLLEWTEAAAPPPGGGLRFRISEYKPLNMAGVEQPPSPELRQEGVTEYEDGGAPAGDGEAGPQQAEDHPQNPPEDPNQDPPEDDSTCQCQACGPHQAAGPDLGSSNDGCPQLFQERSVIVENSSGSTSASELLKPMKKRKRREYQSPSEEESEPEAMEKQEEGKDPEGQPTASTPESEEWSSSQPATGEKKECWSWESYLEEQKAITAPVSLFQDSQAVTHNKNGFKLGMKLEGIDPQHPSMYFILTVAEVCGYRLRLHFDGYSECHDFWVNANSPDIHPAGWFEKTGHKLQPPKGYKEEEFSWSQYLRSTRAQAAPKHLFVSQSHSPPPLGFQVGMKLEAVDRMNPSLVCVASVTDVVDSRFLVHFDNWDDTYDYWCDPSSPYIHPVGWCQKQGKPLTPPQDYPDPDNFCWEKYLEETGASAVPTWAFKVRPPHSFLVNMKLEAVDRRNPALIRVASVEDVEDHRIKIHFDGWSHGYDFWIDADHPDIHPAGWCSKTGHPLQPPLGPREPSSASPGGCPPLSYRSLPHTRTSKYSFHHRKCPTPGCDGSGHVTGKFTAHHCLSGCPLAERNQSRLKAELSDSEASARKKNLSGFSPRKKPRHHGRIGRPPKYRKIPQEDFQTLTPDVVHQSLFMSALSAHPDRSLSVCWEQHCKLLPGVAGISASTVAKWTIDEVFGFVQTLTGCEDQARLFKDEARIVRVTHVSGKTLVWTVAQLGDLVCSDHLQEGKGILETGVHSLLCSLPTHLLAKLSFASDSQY
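AlphaScreen assay: L3MBTL1 (50 nM final) was preincubated 30 min at room temperature with biotinylated H3(1-15)K9me1 peptide (75 nM final), then 30 min with library compounds; streptavidin donor and nickel chelate acceptor beads (10 ug/mL final) added, 30 min dark.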
Starred values were filed as active, the others as inactive; i = inactive; ? = inconclusive; / = no result given; [ ] = remark or other dose. Unless noted, the call rests on the fitted dose curve; in most records, active means well fitted curve in the direction sought with a large enough effect; inconclusive means small, poorly fitted or top-dose-only effect, or another doubt; inactive means no such curve, though single readings can be large; an effect the other way counts as inactive or inconclusive. Potency means the concentration at half of the fitted maximal effect. Not all compounds are listed; the hit share may differ from the screen's.

Under each structure: SMN2 splice enh, RECQ1 inh, LMNA splice mod, ALDH1A1 block, KDM4E inh, Luc counter, Tau ThT inhib, L3MBTL1 inh
- CC(c1ccccc1)C1C(C#N)=C(N)OC2=C1C(=O)CC(C)(C)C2 (stereo unspecified)
→ -37%[inhibitor], -5%, ?, ?, 3%, -2%, -6%, -2%
- COc1ccccc1C(=O)NC(=S)N1CCc2ccccc21
→ 6%, i, -18%[46 µM], 14µM*, -15%, 2%, -15%, -4%[11.4 µM]
- CCOc1cc(C2Nc3cccc4cccc(c34)N2)ccc1O
→ 1%, -8%, 18%, 20µM*, 3%, -3%, 6.3µM*, /
- COc1ccc(OC)c(NC(=O)CSc2nc3cccnc3n2C)c1
→ -34%[inhibitor], -16%, -10%, 2%, -1%, 0%, -11%, 1%[11.4 µM]
- Cn1cccc1/C=C1\SC(=O)N(CC(=O)Nc2ccc(Cl)cc2)C1=O
→ -9%, -7%, 7%, 7%, -2%, -2%, ?, -6%
- CCCCC(=O)Nc1cccc(-c2cn3ccsc3n2)c1
→ 8%, -3%, ?, 11%, -3%, -5%, -5%, -6%
- O=C(CSc1ncnc2sc3c(c12)CCCC3)c1ccccc1
→ -57%[inhibitor], -1%, 4%, ?, -14%, 0%, -12%, -23%
- Cc1ccc(-n2c(SCC(=O)NCc3ccco3)nnc2-c2cccnc2)c(C)c1
→ -32%[inhibitor], i, ?, -2%, 8%, -4%, ?, -10%
- COc1ccc2c(c1)C(C)CC(C)(C)N2C(=O)CSc1nc2ccccc2s1 (stereo unspecified)
→ -30%[inhibitor], -12%, 11%, 26%, -2%, -3%, -13%, 2%
- Cn1c(=O)n(C)c2cc(/C=N/n3cnnc3)ccc21
→ 17%, 0%, 6%, ?, ?, -2%, 3%, -5%
- N/C(Cc1ccc(Cl)cc1Cl)=N\OC(=O)Cc1ccccc1
→ 8%, -7%, -4%, 13%, 0%, 5%, -4%, 62%[activator]
- O=C(NCN1CCCCC1)c1cccnc1
→ -1%, 3%, 4%, 15%, 12%, -4%, -2%, 1%
- CC(C)NC(=O)CSc1nnc(-c2ccco2)n1N
→ 18%, -8%, 1%, 11%, 1%, -5%, -7%, /
- CN1CCN(C(=O)C2=C[C@@H](C(C)(C)C)C[C@@H](OCc3ccc(CO)cc3)O2)CC1
→ /, i, /, ?, -3%, /, -16%, 7%
- COc1ccc(Nc2nnc(SCC(=O)N3CCCC3)s2)cc1
→ 8%, -12%, 1%, -10%, 10%, -10%, -18%, /
- O=C(CN1C(=O)C2CC=CCC2C1=O)NC1=NCCS1 (stereo unspecified)
→ 3%, i, -4%, -3%, 3%, -7%, -7%, -1%
- CC(C)CNC(=S)N1CCN(C)CC1
→ 1%, i, 8%, 1%, -25%, 1%, 1%, 10%
- Cc1ccc(-n2nc(C)c(C3(O)C(=O)N(C(C)C)c4ccccc43)c2N)cc1 (stereo unspecified)
→ 0%, -1%, 0%, ?, -2%, -3%, -1%, 4%
- CCOC(=O)C1(Cc2cccc(OC)c2)CCN(Cc2cnc(SC)nc2)CC1
→ /, -1%, /, -2%, 2%, 6%, -12%, -8%
- O=C(N/N=C/c1cn(-c2cccs2)nc1-c1ccccc1)c1ccccc1Br
→ ?, -9%, ?, 2%, ?, 1%, -4%, -6%
- CCCn1c(C)nc2c(NCCOC)nc(C)nc21
→ -9%, i, /, 3%, 11%, 0%, -2%, /
- CCOc1cccc(C(=O)Nc2cccc(-c3nnc(-c4ccccc4)o3)c2)c1
→ -15%, -3%, -1%, ?, 2%, -6%, -16%, 1%
- CC(C)COc1ccc(-c2nnn(CC(=O)N3CCCC3)n2)cc1
→ 9%, -2%, ?, 5%, -3%, 3%, -5%, 3%
- O=C1CC(N2CCCCCC2)C(=O)N1c1ccc(F)cc1 (stereo unspecified)
→ 5%, -3%, 2%[46 µM], 13µM*, -28%, 2%, ?, -4%
- O=C(Cc1cccc2ccccc12)Nc1nc2ccccc2[nH]1
→ -2%, -3%, 7%, -4%, -12%, -4%, -5%, /
- O=C(COC(=O)c1ccco1)NCc1ccccc1Cl
→ 0%, -12%, ?, 4%, 14%, -1%, 1%, 8%
- CN(C)c1ccc(C(=O)OCC(=O)NC2CCCCCC2)cc1
→ -5%, i, -21%[46 µM], 6%, ?, -1%, -15%, 6%
- Cc1ccc(NCC(=O)N/N=C/c2ccc(OC(=O)c3ccco3)cc2)cc1
→ -7%, 8%, ?, ?, 4%, -2%, ?, -11%
- Cc1[nH]c2ccccc2c1/C=N/Nc1cccc(C(=O)O)c1
→ /, -13%, /, /, ?, /, 13µM*, -26%
- Cc1cc(NC(=O)C2CC(c3ccc(Cl)cc3)=NO2)no1 (stereo unspecified)
→ 5%, 1%, 6%, -1%, -6%, -5%, -1%, 6%
- CN(CCOC(=O)CN1C(=O)c2ccccc2C1=O)C1=NS(=O)(=O)c2ccccc21
→ 9%, 0%, 8%[46 µM], 0%, 3%, 4%, 2%, 4%
- O=S(=O)(NCC(c1cccnc1)N1CCOCC1)c1ccc(Cl)cc1 (stereo unspecified)
→ -14%, i, 12%[9.22 µM], 28µM*, ?, -2%, -4%, /
- COc1ccccc1NC(=O)CCc1nc(-c2cccs2)no1
→ 11%, i, -1%, ?, 5%, -4%, -8%, /
- CN(C)c1ccc(CN(C(=O)COc2ccc(Br)cc2)C2CCS(=O)(=O)C2)cc1 (stereo unspecified)
→ -15%, -8%, 1%, 28µM*, 2%, -2%, -12%, -22%
- N/C(=N\OC(=O)c1ccc2c(c1)OCO2)c1cccnc1
→ /, -9%, ?, 0%, -6%, ?, -6%, 10%
- CC(=O)c1c(C)[nH]c(C(=O)OCC(=O)Nc2sc3c(c2C#N)CCCC3)c1C
→ -98%[inhibitor], -6%, ?, ?, -9%, 0%, ?, -9%
- Cc1ccc(-n2ncc3c(=O)n(CC(=O)NC4CCCC4)cnc32)cc1C
→ -5%, -17%, 9%, 8%, 4%, 1%, -4%, 1%
- CC(C)CNC(=O)c1ccccc1NC(=O)CN(c1ccc2c(c1)OCCO2)S(C)(=O)=O
→ -2%, 0%, -11%, 11%, -5%, -1%, 1%, 0%
- Cc1ccc(C)c(OCC(=O)N2CCOCC2)c1
→ -5%, -17%, 0%, 5%, 8%, 0%, 6%, 13%
- N#CCc1ccc(C(=O)c2ccccc2F)s1
→ -9%, 2%, -3%, -81%, -20%, -4%, ?, -12%
- C[n+]1c2n(c3ccccc31)N=C(c1cc(C(C)(C)C)c(O)c(C(C)(C)C)c1)CS2
→ -58%[inhibitor], 13%, -11%[46 µM], -18%, -6%, 0%, ?, -13%
- COc1ccc2cc(-c3[nH]ncc3CN3CCCN(c4ccccc4)CC3)ccc2c1
→ /, ?, /, ?, -24%, /, ?, -15%
- O=c1c2ccccc2cnn1CCOc1ccccc1
→ /, -1%, 3%, -10%, 16%, 8.9µM*, -7%, 13%
- O=C(c1c[nH]c2ccc(S(=O)(=O)N3CCOCC3)cc2c1=O)N1CCCC1
→ /, -1%, 3%, -2%, 3%, /, -15%, 4%
- CCCN1Cc2cccc(C(=O)Nc3ccc4c(c3)OCO4)c2C1=O
→ /, -1%, 9%, -13%, 9%, -1%, ?, /
- CCSc1nnc(C)c2ccccc12
→ 2%, -2%, 19%, -3%, 4%, 1%, -8%, 3%
- COc1cccc(C(C2=C(O)CC(C)(C)CC2=O)C2C(=O)CC(C)(C)CC2=O)c1 (stereo unspecified)
→ -3%, 0%, 1%, 13%, 6%, 3%, ?, 8%
- CCOC(=O)c1cnc2c(C)c(Cl)ccc2c1N1CCOCC1
→ -6%, -8%, -8%, -15%, -5%, 4%, -2%, 6%
- N#Cc1cc([N+](=O)[O-])ccc1NCCN1CCOCC1
→ 6%, i, -6%[46 µM], -2%, 5%, -1%, 11%, 6%
- Nc1c(C(=O)Nc2ccccc2F)sc2nc(Cc3ccccc3)cc(C(F)(F)F)c12
→ -18%, i, ?, 3%, -15%, -7%, ?, /
- O=C(CSc1nc2ccccc2c(=O)[nH]1)NCc1ccc(Cl)cc1
→ -7%, -11%, 13%, 5%, 0%, -3%, -13%, /
- Cc1c(Cl)cccc1NC(=O)CCN1CCCCC1
→ -10%, 3%, 0%, 3%, -2%, 1%, 1%, 0%
- Clc1ccc2nc(-c3ccccc3)[nH]c2c1
→ /, 0%, /, ?, ?, 11µM*, ?, /
- O=c1c2ccccc2cnn1Cc1n[nH]c(=S)n1-c1ccccc1
→ -6%, -3%, 1%, 0%, ?, -2%, 4%, 2%
- CS(=O)(=O)N(CC(=O)Nc1ccc(S(=O)(=O)N2CCOCC2)cc1)c1ccccc1Cl
→ -9%, i, 2%[46 µM], 3%, -3%, -1%, -6%, 5%
- COc1ccc(NC(=S)N2CCN(c3ccccn3)CC2)cc1
→ 23%, 1%, ?, -5%, -12%, 1%, 0%, 2%
- Cc1noc(C)c1CSc1nc2ccccc2n1CCc1ccccc1
→ 10%, -6%, -7%, 28µM*, -4%, -2%, ?, /
- N#C/C(=C\c1ccc(-c2ccccc2[N+](=O)[O-])o1)C(=O)Nc1nc(-c2cccs2)cs1
→ -29%, -6%, ?, 1.8µM*, -2%, -1%, 2.8µM*, -15%
- CC(C)(C)c1cc(N)n(-c2ccc(C(=O)O)cc2)n1
→ -13%, -2%, /, 10%, -4%, 2%, -11%, -9%
- CCCCNc1nc(C)nc2c1nc(C)n2CCC
→ -7%, i, /, 3%, 3%, -2%, 0%, /
- CCn1c(SCc2ccc(F)cc2)nnc1C1CCN(S(=O)(=O)c2ccc(OC)cc2)CC1
→ -38%[inhibitor], -8%, -20%, -9%, -2%, 0%, -18%, 0%
